SENP1 inh = human SENP1 catalytic domain inhibitors, primary screen, biochemical, FRET, uHTS. recombinant SENP1 catalytic domain, CyPet-SUMO1-YPet FRET cleavage. inhibition, % at 10 µM. 360,000 compounds, 0.21% hits;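 active = inhibition at least 30% at 10 µM, raw YFP signal under a set limit, fluorescence ratio 0.5 to 1.5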;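 also: 0% = enzyme with DMSO and 100% = no enzyme wells; some results filed as inactive read as strong as hits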
Target sequence (Q9P0U3 419-644 limits assumed): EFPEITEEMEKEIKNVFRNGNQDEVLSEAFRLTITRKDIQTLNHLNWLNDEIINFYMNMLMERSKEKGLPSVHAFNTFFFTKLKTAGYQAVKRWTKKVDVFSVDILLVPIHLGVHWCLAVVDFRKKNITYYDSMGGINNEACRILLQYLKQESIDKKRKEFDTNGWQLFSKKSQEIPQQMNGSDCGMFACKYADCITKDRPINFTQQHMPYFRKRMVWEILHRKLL
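Assay system – human recombinant His6-tagged SENP1 catalytic domain enzyme · Input – SENP1 enzyme, 20 pM final · Buffer or medium – Tris pH 8 buffer plus EDTA, NaCl, BME, BSA, NP40, catalase · Schedule – 50 min reaction at room temperature · Technique – FRET read of cyan and yellow fluorescence · Control set – no-enzyme wells low, DMSO-plus-enzyme wells high control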
UBC13 polyUb = UBC13 polyubiquitin chain formation inhibitors, primary screen, biochemical, TR-FRET, uHTS; inhibition, % at 20 µM; 330,000 compounds, 0.47% hits; in the data active = inhibition above about 45%, passing the limit was not always enough
Target sequence (P61088 whole entry, looked up): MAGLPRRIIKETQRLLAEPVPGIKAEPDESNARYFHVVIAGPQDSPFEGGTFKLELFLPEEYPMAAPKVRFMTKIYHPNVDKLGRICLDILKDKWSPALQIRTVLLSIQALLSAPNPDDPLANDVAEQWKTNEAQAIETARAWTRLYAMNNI
Apaf1 inhib = inhibitors of human Apaf-1 apoptosome, primary screen, biochemical, DEVD-Rh110 fluorescence, uHTS | inhibition, % at 20 µM | AID 489030, 2010 | 330,000 compounds, 0.71% hits | Apoptotic protease-activating factor 1 (Homo sapiens), O14727 | reconstituted apoptosome caspase-3 activity; active = inhibition of at least 40% at 20 µM;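 also: plate controls were DMSO wells for no effect and DEVD-CHO caspase inhibitor wells for full effect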
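Material: reconstituted apoptosome with Apaf-1, cytochrome c, caspase-9, procaspase-3, dATP / Buffer or medium: pH 7.5 Hepes buffer with CHAPS, BSA, DTT / Also added: cytochrome c with DEVD-Rh110 / Schedule: compound with Apaf-1, dATP, procaspase-3 30 min, then 50 min reaction, room temperature / Technique: rhodamine 110 fluorescence at Ex 480/Em 540 nm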
SENP8 block-1 = human SENP8 protease inhibitors, primary screen, biochemical, fluorescence, Nedd8 protein substrate, uHTS; 360,000 compounds, 0.64% hits; Sentrin-specific protease 8 (Homo sapiens), Q96LD8; recombinant SENP8; inhibition, % at 20 µM; AID 602440, 2012; in the data active = inhibition mostly above about 40%, no sharp cut-off; inactive = mostly below about 27%
Target sequence (Q96LD8 whole entry, looked up): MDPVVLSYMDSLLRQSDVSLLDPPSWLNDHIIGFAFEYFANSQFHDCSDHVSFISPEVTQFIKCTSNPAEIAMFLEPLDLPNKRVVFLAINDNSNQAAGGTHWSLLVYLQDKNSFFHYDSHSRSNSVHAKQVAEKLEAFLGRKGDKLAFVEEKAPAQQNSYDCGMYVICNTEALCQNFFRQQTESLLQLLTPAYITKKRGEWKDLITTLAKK
SENP6 block = SENP6 protease inhibitors, primary screen, biochemical, luminescence, uHTS; Sentrin-specific protease 6 (Homo sapiens), Q9GZR1; Recombinant SENP6 catalytic domain, aminoluciferin luminescence; inhibition, % at 10 µM; 330,000 compounds, 1.8% hits; AID 2599, 2010;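 active = inhibition above about 50% at the single tested dose, limit read from the data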;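 also: plate controls were DMSO wells with enzyme for no effect and DMSO wells lacking enzyme for full effect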
A3G deaminase = APOBEC3G DNA deaminase inhibitors, primary screen, biochemical, fluorescence, single-stranded DNA substrate, uHTS; DNA dC->dU-editing enzyme APOBEC-3G (Homo sapiens), Q9HC16; recombinant A3G, ssDNA deamination FAM/TAMRA fluorescence; inhibition, % at 20 µM; 330,000 compounds, 0.28% hits; AID 493012, 2011;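 active = inhibition of at least 40% at 20 µM, with no more than 30% in the related APOBEC3A deaminase screen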;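 also: plate controls were DMSO wells with A3G for no effect and wells lacking A3G enzyme for full effect; some compounds called inactive have numbers as strong as hits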
Target sequence (Q9HC16 whole entry, looked up): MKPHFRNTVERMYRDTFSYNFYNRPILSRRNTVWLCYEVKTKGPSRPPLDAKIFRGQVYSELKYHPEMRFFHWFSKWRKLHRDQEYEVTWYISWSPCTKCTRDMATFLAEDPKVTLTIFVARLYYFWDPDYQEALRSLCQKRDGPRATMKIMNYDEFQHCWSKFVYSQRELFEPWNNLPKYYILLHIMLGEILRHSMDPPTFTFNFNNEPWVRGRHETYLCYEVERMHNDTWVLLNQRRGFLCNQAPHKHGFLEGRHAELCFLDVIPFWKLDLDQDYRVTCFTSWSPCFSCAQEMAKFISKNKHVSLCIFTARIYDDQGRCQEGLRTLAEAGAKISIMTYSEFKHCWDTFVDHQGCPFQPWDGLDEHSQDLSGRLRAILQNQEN
SENP7 inh = SENP7 protease inhibitors, primary screen, biochemical, luminescence, uHTS. Sentrin-specific protease 7 (Homo sapiens), Q9BQF6. recombinant SENP7, Z-RLRGG-aminoluciferin luminescence, 40 min. inhibition, % at 5 µM. 330,000 compounds, 1.5% hits;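 active = inhibition above about 50% at the single test dose, limit read from the data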;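 also: plate controls were DMSO with enzyme for no effect and no enzyme buffer wells for full effect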
SENP8 block-2 = SENP8 protease inhibitors, primary screen, biochemical, luminescence. purified SENP8, Z-RLRGG-aminoluciferin cleavage. Sentrin-specific protease 8 (Homo sapiens), Q96LD8. AID 2540, 2010. 330,000 compounds, 1.2% hits. inhibition, % at 10 µM; in the data active = inhibition above about 50%
The depositor's hits bear a star; . = no result given.

cpd | smiles | SENP1 inh | UBC13 polyUb | Apaf1 inhib | SENP8 block-1 | SENP6 block | A3G deaminase | SENP7 inh | SENP8 block-2
1 | CCOC(=O)Cc1csc(NC(=O)CSc2nnc(C(C)C)n2C)n1 | 0.4 | -6.2 | -0.8 | 14.0 | -15.9 | -8.4 | -3.7 | -6.9
2 | CCSC1=N/C(=C\c2ccc3c(c2)OCO3)C(=O)S1 | -117.8 | -7.8 | 19.7 | -11.3 | -3.7 | 0.3 | 0.7 | -6.6
3 | COc1ccc(CNC(=O)CN(C)S(=O)(=O)c2ccccc2)cc1 | 1.1 | -4.3 | -1.3 | 5.4 | 8.1 | 1.5 | 6.9 | -4.1
4 | COc1ccc(NC(=O)CCS(=O)(=O)c2cc3c(cc2C)NC(=O)CO3)cc1 | 0.6 | 3.3 | 4.4 | 8.5 | -10.0 | 4.3 | 10.4 | 4.9
5 | CNCC(=O)Nc1ccc(Cl)c(C(F)(F)F)c1 | 3.7 | 7.4 | 3.3 | 9.4 | 5.3 | -5.3 | -0.9 | 4.5
6 | COc1ccc(C2CC(c3ccccc3OC(=O)/C=C/c3ccccc3)=NN2C(C)=O)cc1 (configuration not stated) | -0.9 | 1.7 | 14.5 | 15.3 | -33.7 | 9.2 | 0.4 | -0.4
7 | COc1ccccc1N1CCN(CCOc2c(OC)cccc2OC)CC1 | -0.5 | -0.6 | 6.7 | 25.7 | -14.1 | -2.7 | -6.0 | -7.8
8 | O=C(O)c1ccc(-n2cccn2)c([N+](=O)[O-])c1 | 0.0 | 8.5 | -14.9 | 27.4 | 2.7 | -5.5 | 8.6 | -5.1
9 | CCOC(=O)C1(Cc2cccc(F)c2)CCN(Cc2cnc(C)s2)CC1 | -0.8 | 1.6 | 3.3 | 6.1 | -1.6 | -2.5 | 11.5 | 7.5
10 | COCCn1c(-c2cc(OC)c(OC)c(OC)c2)nc2oc3cc(OC)ccc3c(=O)c2c1=O | . | -1.5 | -8.7 | . | -33.3 | -6.3 | -3.9 | -2.2
11 | Cc1cc(OCC(=O)NCc2ccncc2)c2c(C)c(C)c(=O)oc2c1 | 1.2 | 9.6 | 3.8 | -319.8 | -8.3 | -3.0 | -4.2 | 4.8
12 | O=C(COc1ccc(Cl)cc1)NNC(=O)c1cccnc1 | 1.8 | 6.5 | 5.6 | 9.0 | -1.1 | -3.9 | 1.4 | 3.1
13 | Cc1c(NC(=O)C23CC4CC(CC(C)(C4)C2)C3)c(=O)n(-c2ccccc2)n1C | -0.3 | -3.9 | 3.1 | 4.8 | -16.4 | -5.3 | -2.2 | -3.8
14 | CN(C(=S)NC(=O)c1ccccc1Br)C1CCCCC1 | -0.4 | 3.0 | -2.9 | 9.6 | -13.8 | 0.6 | 9.6 | 9.4
15 | O=C(Nc1ccc(Cl)cn1)c1cccc(F)c1 | 1.8 | -6.4 | 9.2 | 16.9 | 90.8* | -8.4 | 89.3* | 73.3*
16 | COC(=O)[C@]1(Cc2ccccc2)N[C@H](CN(C)C(=O)Nc2ccccc2)[C@@H]2C(=O)N(Cc3ccccc3)C(=O)[C@@H]21 | 1.4 | 6.7 | 21.4 | 5.2 | 9.9 | 0.6 | 7.3 | -2.6
17 | CCCN(CC(=O)Nc1ccc(C(N)=O)cc1)CC(=O)Nc1ccc(Cl)cc1Cl | -3.9 | -1.3 | -2.3 | 7.3 | 10.1 | -3.4 | 4.7 | -2.2
18 | CCCN1C2CCCC1CC(NC(=O)c1ccccc1F)C2 (configuration not stated) | -0.3 | -5.5 | 6.3 | 14.5 | -12.1 | -5.0 | -5.0 | -1.4
19 | Cc1cccc(OCC(=O)Nc2cc(C)ccc2O)c1 | 0.2 | 1.4 | 16.8 | 16.7 | -18.6 | -3.9 | -14.5 | -15.3
20 | CCOC(=O)c1sc2nc(SCC#N)n(CC3CCCO3)c(=O)c2c1C (configuration not stated) | -0.9 | -10.6 | -11.1 | -0.1 | 5.7 | -1.0 | 12.3 | 7.0

Some entries already given, reduced to SENP8 block-1, SENP6 block and SENP1 inh.
item | SMILES | SENP8 block-1 | SENP6 block | SENP1 inh
19 | Cc1cccc(OCC(=O)Nc2cc(C)ccc2O)c1 | 16.7 | -18.6 | 0.2
5 | CNCC(=O)Nc1ccc(Cl)c(C(F)(F)F)c1 | 9.4 | 5.3 | 3.7
20 | CCOC(=O)c1sc2nc(SCC#N)n(CC3CCCO3)c(=O)c2c1C (configuration not stated) | -0.1 | 5.7 | -0.9
4 | COc1ccc(NC(=O)CCS(=O)(=O)c2cc3c(cc2C)NC(=O)CO3)cc1 | 8.5 | -10.0 | 0.6
11 | Cc1cc(OCC(=O)NCc2ccncc2)c2c(C)c(C)c(=O)oc2c1 | -319.8 | -8.3 | 1.2

Structures listed above marked active in SENP7 inh.
nr	compound	SENP1 inh	UBC13 polyUb	SENP6 block	A3G deaminase	SENP7 inh
15	O=C(Nc1ccc(Cl)cn1)c1cccc(F)c1	1.8	-6.4	90.8*	-8.4	89.3*

Going on with the list.
cpd | smiles | SENP1 inh | UBC13 polyUb | Apaf1 inhib | SENP8 block-1 | SENP6 block | A3G deaminase | SENP7 inh | SENP8 block-2
21 | COc1ccc(N2Cc3ccccc3C2=O)cc1 | 1.5 | -6.5 | 3.7 | -82.6 | 87.1* | -1.0 | 92.8* | 77.9*
22 | Cc1cccc(-c2n[nH]c(=S)n2/N=C/c2ccc(C)s2)c1 | 4.0 | -4.6 | 10.3 | 12.1 | -1.8 | -2.0 | 3.0 | 2.6
23 | COc1ccc(/C=C/C(=O)N(C)CC(=O)Nc2cccc(F)c2)cc1S(=O)(=O)N1CCCCC1 | 0.4 | 4.1 | 1.3 | -2.8 | -6.1 | -8.9 | -2.8 | 11.3
24 | CCOc1ccc(S(=O)(=O)N(C)c2ccc(OCC(=O)Nc3ccccc3F)cc2)cc1 | 1.6 | 1.1 | 5.5 | 11.4 | -3.2 | -4.0 | 1.5 | -3.0
25 | COc1ccc(CC2(CO)CCN(CC3=CC[C@H]4C[C@@H]3C4(C)C)CC2)cc1 | -0.6 | 2.8 | -10.6 | 19.4 | -12.8 | -3.6 | 4.4 | -3.8
26 | O=C(O)Cn1nc(C(F)(F)F)c2c1CCCCC2 | -0.5 | -11.6 | 9.1 | 3.8 | -17.7 | -3.3 | -11.5 | -5.5
27 | Cc1ccc(C)c(C(=O)COC(=O)c2ccccc2N2C(=O)C3C4CCC(C4)C3C2=O)c1 (configuration not stated) | 2.5 | 1.3 | 14.7 | 13.0 | -4.8 | -11.4 | -10.9 | -7.7
28 | Cc1ccc(NC(=O)COc2ccccc2C(=O)Nc2ccccc2)cc1Cl | 1.5 | -0.6 | -10.6 | 15.3 | -8.1 | -6.3 | 8.0 | -2.5
29 | OCc1ncc(-c2ccccc2)s1 | 1.8 | 1.1 | 9.4 | 25.5 | -11.8 | -0.4 | 1.3 | -5.9
30 | COc1ccc(OCCn2cnc(Cl)c2Cl)cc1 | 2.8 | 8.2 | -11.3 | 20.6 | -1.7 | 1.1 | -6.2 | -9.4
31 | Cn1c(/C(C#N)=C/C2CC=CCC2)nc2ccccc21 (configuration not stated) | -53.1 | 2.5 | -19.3 | -32.7 | -7.4 | -0.2 | -4.0 | 3.9
32 | O=C(CC12CC3CC(CC(C3)C1)C2)NC(=S)NCc1ccccc1 | 0.2 | -6.0 | 4.0 | 7.0 | 7.5 | -9.7 | 2.3 | -1.9
33 | CCOC(=O)C(=CNc1ccc(Cl)cn1)C(=O)OCC | 2.6 | -10.0 | -3.6 | 11.0 | -23.6 | -3.0 | -6.0 | -4.0
34 | N#Cc1ccccc1S(=O)(=O)N1CCN(C(=O)c2cc3c(s2)CCC3)CC1 | -0.9 | -11.9 | 22.6 | -23.6 | -42.0 | 13.6 | -4.8 | -1.5
35 | CCCCOc1ccc(C(=O)NCC(=O)NNC(=O)C2COc3ccccc3O2)cc1 (configuration not stated) | 1.7 | -2.1 | -12.2 | 11.5 | 1.0 | -9.0 | 1.4 | -6.2
36 | CC(Oc1ccc2c3c(c(=O)oc2c1)CCC3)C(=O)NC1CCN(Cc2ccccc2)CC1 (configuration not stated) | -2.1 | 3.9 | 8.2 | -110.0 | 7.0 | -0.2 | -1.6 | -12.9
37 | O=C1C2C(C(=O)N1/N=C/c1cc(Br)cc([N+](=O)[O-])c1O)C1C=CC2C12CC2 (configuration not stated) | 11.6 | -62.9 | 8.4 | 40.9* | -8.0 | -4.6 | -5.4 | 1.1
38 | CC(/C=C/C=C/c1ccccc1)=N/NC(=O)CNc1ccccc1C | 1.7 | -19.7 | -8.1 | 12.8 | -11.7 | -4.6 | -4.8 | -12.7
39 | COc1ccccc1NS(=O)(=O)c1ccc(O)c(C(=O)OCc2cccc([N+](=O)[O-])c2)c1 | 1.8 | -3.1 | 10.9 | -3.5 | 6.6 | 0.7 | 8.1 | 5.0
40 | O=C(COC(=O)c1cc(-c2ccccc2Cl)nc2ccccc12)Nc1ncc(C(F)(F)F)cc1Cl | 1.1 | -120.0 | 6.6 | -10.9 | 4.5 | -3.9 | 2.7 | 0.9
41 | CCc1ccc(OCC(=O)N(C)C2CCS(=O)(=O)C2)cc1 (configuration not stated) | 0.2 | 9.6 | -3.3 | 20.9 | 7.6 | 0.2 | -3.6 | 2.0
42 | CCOC(=O)CN(Cc1ccc(OC)c(OC)c1)S(=O)(=O)c1ccc(OC)cc1 | -1.8 | -2.9 | -4.1 | 5.0 | 11.3 | 1.5 | 2.7 | 4.8
43 | Cc1ccccc1OCC(=O)OCC(=O)Nc1ccc(N2CCOCC2)cc1 | 3.5 | 4.9 | -1.5 | 15.4 | -4.8 | -2.8 | -5.7 | -5.4
44 | Cc1ccc2oc(C(=O)N3CCCCCC3)c(C)c2c1 | 3.4 | 1.0 | 15.7 | 13.3 | 1.8 | -4.1 | 2.4 | -4.0
45 | COc1cccc(CNC(=O)CCn2ccc3cc(S(=O)(=O)N4CCCC4)ccc32)c1 | -3.3 | 1.9 | -7.4 | 3.5 | 11.1 | -7.8 | -7.3 | 7.5
46 | O=C(O)CNC(=O)c1ccc(S(=O)(=O)N2CCOCC2)cc1 | 4.6 | 10.0 | -8.5 | 19.9 | -6.6 | -0.9 | 2.9 | 1.8
47 | Cc1ccc(-n2nnnc2SCC(=O)c2cc(C)n(CC3CCCO3)c2C)cc1 (configuration not stated) | 2.7 | -3.5 | 9.3 | 14.4 | -6.0 | -5.8 | -3.7 | -6.5
48 | CC(=O)Nc1ccc(NC(=O)c2c(C)c(-c3ccccc3)nc3ccccc23)cc1 | 1.5 | -4.9 | 6.3 | 19.5 | 1.0 | -3.3 | 1.7 | 0.6
49 | CC(/C=C/c1ccc2c(c1)OCO2)=N/NC(=O)c1cccnc1 | -0.2 | -8.7 | -0.4 | -35.6 | -4.8 | -2.6 | -5.0 | -3.7

Entries of single compounds from above. Order of values: SENP1 inh, UBC13 polyUb, Apaf1 inhib, SENP8 block-1, SENP6 block, A3G deaminase, SENP7 inh, SENP8 block-2
Listed for `Cn1c(/C(C#N)=C/C2CC=CCC2)nc2ccccc21` (configuration not stated) = -53.1, 2.5, -19.3, -32.7, -7.4, -0.2, -4.0, 3.9
Listed for `CCOC(=O)c1sc2nc(SCC#N)n(CC3CCCO3)c(=O)c2c1C` (configuration not stated) = -0.9, -10.6, -11.1, -0.1, 5.7, -1.0, 12.3, 7.0
